Screening data (PubChem BioAssay)
FEN1 inh: blocks human flap endonuclease 1; Recombinant FEN1 flap cleavage, fluorescence, 15 min; P39748; actives 0.35% (n = 390,000); Potency, µM (series often up to 114 µM), inactives show top-dose activity change, negative = inhibition, hits mostly inhibitors; further: nearly all actives have a fitted effect of over 65% in size
Target sequence (P39748 whole entry, looked up): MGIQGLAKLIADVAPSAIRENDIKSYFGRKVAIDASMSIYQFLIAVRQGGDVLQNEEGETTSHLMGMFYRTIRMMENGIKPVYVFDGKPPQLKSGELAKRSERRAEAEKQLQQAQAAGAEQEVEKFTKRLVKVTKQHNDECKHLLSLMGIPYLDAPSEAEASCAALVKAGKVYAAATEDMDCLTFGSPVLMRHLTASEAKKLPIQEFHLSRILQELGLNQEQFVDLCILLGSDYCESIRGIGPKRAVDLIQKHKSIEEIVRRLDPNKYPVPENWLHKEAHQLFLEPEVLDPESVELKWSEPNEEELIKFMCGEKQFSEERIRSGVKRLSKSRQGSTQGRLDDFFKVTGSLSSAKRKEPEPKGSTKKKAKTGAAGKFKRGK
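Recombinant FEN1 (10 nM) was preincubated with pin-transferred compounds for 15 min at room temperature, then flap DNA substrate (50 nM final) was added. Plates were read at 0 and 15 min, and normalized concentration–response data were fitted to a four-parameter Hill equation.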
N370S GC mod: inhibitors or activators of N370S glucocerebrosidase for Gaucher disease. P04062. N370S GC spleen homogenate, 4MU-glucoside fluorescence. Potency, µM (highest dose often 59.4 µM), inactives show at the top dose activity change, negative = inhibition, most hits filed as inhibitors. actives 0.092% (n = 330,000). AID 2101;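 further: 0% = full enzyme activity and -100% = no enzyme basal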
TDP1 block: inhibitors of human tyrosyl-DNA phosphodiesterase TDP1 | recombinant TDP1, AlphaScreen DNA substrate cleavage | AID 485290 | Q9NUW8 | actives 0.28% (n = 350,000) | Potency, µM (series often up to 130 µM), for inactives: top-dose activity change, negative = inhibition, hits mostly inhibitors; further: nearly all actives have a fitted effect of over 40% in size
Target sequence (Q9NUW8 whole entry, looked up): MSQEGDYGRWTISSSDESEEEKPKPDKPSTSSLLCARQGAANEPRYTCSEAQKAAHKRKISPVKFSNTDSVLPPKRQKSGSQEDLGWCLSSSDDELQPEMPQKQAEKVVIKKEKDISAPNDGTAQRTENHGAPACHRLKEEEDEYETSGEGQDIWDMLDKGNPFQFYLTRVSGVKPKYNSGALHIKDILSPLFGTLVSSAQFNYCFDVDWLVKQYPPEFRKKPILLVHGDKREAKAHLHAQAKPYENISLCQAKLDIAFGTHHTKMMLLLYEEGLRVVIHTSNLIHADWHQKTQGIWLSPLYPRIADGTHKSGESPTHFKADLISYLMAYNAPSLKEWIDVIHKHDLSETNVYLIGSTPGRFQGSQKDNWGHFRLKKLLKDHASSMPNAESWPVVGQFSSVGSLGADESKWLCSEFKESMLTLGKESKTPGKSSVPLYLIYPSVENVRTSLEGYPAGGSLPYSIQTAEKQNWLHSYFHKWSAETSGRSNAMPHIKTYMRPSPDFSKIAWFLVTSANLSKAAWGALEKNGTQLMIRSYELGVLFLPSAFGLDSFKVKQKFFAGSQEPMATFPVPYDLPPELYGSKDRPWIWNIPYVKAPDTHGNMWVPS
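Enzyme-compound mixtures sat 15 min at room temperature, followed by a 5 min reaction with 15 nM final substrate and 10 min with AlphaScreen beads. Recombinant human Tdp1 was used at 1 nM final.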
Numbers without * were called inactive; ? = inconclusive; nt = not tested or not shown; & = joins results of further samples; ! = repeats disagree; [ ] = another dose, or the depositor's remark. The call rests on the fitted dose curve; in most records, active means well fitted curve in the direction sought with a large enough effect; inconclusive means small, poorly fitted or top-dose-only effect, or another doubt; inactive means no such curve, though single readings can be large; an effect the other way counts as inactive or inconclusive. Unless noted, on the % scale 0 is the no-effect control and ±100 the full control effect; potency means the concentration at half of the fitted maximal effect. Only part of the results is shown; rates above refer to the full screens.

# | Compound | FEN1 inh | N370S GC mod | TDP1 block
1 | COc1cc(/C=C2/C(=O)NC(=O)N(c3ccc(C)cc3)C2=O)cc(OC)c1OC | 0% | 1% | -1%
2 | CC1CN=C(NCc2ccncc2)S1 (stereo unspecified) | 0% | -9% | 2%
3 | CN1CCCC(C(O)(c2ccccc2)c2ccccc2)C1 (stereo unspecified) | -7% | -9% | nt
4 | Cn1c(O)c(/C=C2/C=CC=N2)c(=O)[nH]c1=O | 12% | 27% | -2%
5 | Cn1cc(NC(=O)CCl)cn1 | 9% | -7% | 4%
6 | O=C1NC(=S)NC(=O)C1=Cc1ccc(Br)s1 | ? | -6% | 10%
7 | Cc1ccc(-c2nc3ccccc3c(=O)n2-c2cccc(O)c2)cc1 | -19% | -4% | 2%
8 | CN1CCc2cc(O)cc3c2C1Cc1ccc(O)c(O)c1-3 (stereo unspecified) | nt | 5%&-6% | 6%[56.1 µM]

One compound at a time, from the list above. Values in the order: FEN1 inh | N370S GC mod | TDP1 block
Cn1c(O)c(/C=C2/C=CC=N2)c(=O)[nH]c1=O across the screens: 12% | 27% | -2%
CN1CCc2cc(O)cc3c2C1Cc1ccc(O)c(O)c1-3 (stereo unspecified) across the screens: nt | 5%&-6% | 6%[56.1 µM]

Next results:
# | Compound | FEN1 inh | N370S GC mod | TDP1 block
9 | O=c1cccc2n1C[C@@H]1C[C@@H]2CN(CC(O)c2ccc([N+](=O)[O-])cc2)C1 (stereo partly specified) | -12% | -13% | nt
10 | OC(CNC1CCCCCCC1)c1ccccc1 (stereo unspecified) | nt | -16% | -3%
11 | Cn1cccc1/C=C1/C(=O)NC(=S)N(Cc2ccc(F)cc2)C1=O | -23% | 18% | nt
12 | CC1CCCN(c2ccc(C(=O)N3CCC4(CC3)OCCO4)cc2[N+](=O)[O-])C1 (stereo unspecified) | 9% | 7% | 4%
13 | Cc1ccc(Cn2cccc(C(=O)Nc3cc([N+](=O)[O-])ccc3C)c2=O)cc1 | 11% | nt | 3%
14 | CCC(=NCc1ccco1)c1c(O)n(-c2ccc(OC)cc2)c(=O)[nH]c1=O | 9% | 4% | 10%
15 | ClC(Cl)(Cl)c1ccccc1 | 13% | -3%&-5% | -3%&7%&15%
16 | CN(C)C(CNC(=O)Cc1ccc(Br)cc1)c1ccccc1 (stereo unspecified) | -6% | -4% | 12%
17 | Cc1ccc(Cl)cc1NC(=O)N(Cc1ccc2c(c1)OCO2)C1CCN(Cc2ccccc2)CC1 | -14% | nt | 4%
18 | N#Cc1ccccc1Cn1cc(C(=O)C2CC2)c2ccccc21 | -8% | 18% | 4%
19 | COC(=O)c1ccc(NC(=O)c2cccn(Cc3ccccc3C)c2=O)cc1 | -5% | nt | 5%
20 | CN(C)C(=O)Oc1ccc(Cl)c2cccnc12 | 6% | -8% | 2%
21 | Cc1ccc(-n2c(O)c(C=NCc3ccccn3)c(=O)[nH]c2=S)cc1 | -19% | 4% | 8%
22 | c1cc(Cc2cnc[nH]2)ccn1 | nt | 2%&-8% | 0%&4%
23 | O=c1[nH]c(=S)[nH]c(O)c1C(c1ccccn1)c1c(O)[nH]c(=S)[nH]c1=O | -4% | -9% | nt
24 | O=C1NC(=S)N(c2ccc(Cl)cc2)C(=O)/C1=C/N1CCN(C(=O)c2ccco2)CC1 | 3% | -11% | 7%
25 | CC1CC(NC(=O)C2C3CCC(O3)C2C(=O)O)CC(C)(C)C1 (stereo unspecified) | -10% | 19% | -3%
26 | O=[N+]([O-])c1ccc(C2[C@H]3C(c4ccccc4)=NC4(CCCCC4)N23)cc1 (stereo partly specified) | 0% | -3% | 1%
27 | CCOc1ccc2nc(NC(=O)c3cccn(Cc4ccc(Cl)cc4)c3=O)sc2c1 | -6% | nt | 4%
28 | C=CCn1c(O)c(/C(C)=N/N2CCCCCC2)c(=O)[nH]c1=O | 2% | 1% | 6%
29 | O=C(O)c1ccccc1NC(=O)N1C[C@H]2C[C@@H](C1)c1cccc(=O)n1C2 | 14% | 1% | nt
30 | Cc1ccc(Cn2cccc(C(=O)Nc3ccc4c(c3)OCCO4)c2=O)cc1 | -28% | nt | -3%
31 | Cn1c(O)c(/C=N/c2ncccn2)c(=O)n(C)c1=O | 0% | 4% | -8%
32 | COC(=O)C(O)(c1ccc(NC(=O)c2cccs2)cc1)C(F)(F)F (stereo unspecified) | 1% | -3% | 0%
33 | COC(C)(C)CCCC(C)C/C=C/C(C)=C/C(=O)OC(C)C (stereo unspecified) | 4% | -2%&-10% | 16µM*!
34 | CNC(=O)OCCc1n(C)cc[n+]1C | 0% | 0% | 2%
35 | CCOc1cc2c(cc1OCC)-n1cccc1C(c1ccc(OC)c(OC)c1)NC2 (stereo unspecified) | -5% | -3% | nt
36 | CCCCCc1nc2ccccc2c(=O)n1-c1ccccc1[N+](=O)[O-] | 7% | 7% | -1%
37 | Clc1ccc(NC2=NCCCS2)cc1Cl | -3% | -14% | nt
38 | CCc1c(C)nc(N)nc1N1N=C1SCC(N)=O | -7% | 2% | 1%
39 | Cc1ccccc1OCC(=O)N1CCN(CCc2ccccn2)CC1 | -6% | nt | 7%
40 | CC(=O)Nc1ccccc1OP1(=O)COc2ccccc2OC1 | -7% | 3% | 0%
41 | CC1CN=C(NC(C)c2ccccc2)S1 (stereo unspecified) | -4% | -8% | 6%
42 | CCC(=NCCc1ccccc1)c1c(O)n(C)c(=O)n(C)c1=O | -6% | -7% | nt
43 | CNC(=O)Oc1cccc2c1OC(C)(C)O2 | -14% | 19% | -3%
44 | COc1ccc(CC(=O)N(CCN(C)C)CC2CCCN(Cc3ccccc3F)C2)cc1 (stereo unspecified) | 2% | -5% | nt
45 | CCOC(=O)c1c(C)c(P(=S)(N2CCOCC2)N2CCOCC2)n(C)c1C | -11% | 2% | 4%
46 | CN1C2c3ccccc3C3C4c5ccccc5C(C31)C(C2[N+](=O)[O-])N4C (stereo unspecified) | -6% | 4% | 0%
47 | COc1ccc(N2CCN(CCc3ccncc3)CC2)cc1 | 15% | 8% | 0%
48 | Cc1ccccc1NC(=O)COC(=O)c1cc(C)n(C2CC2)c1C | 6% | nt | 5%
49 | Cc1ccc(-n2c(O)c(C=NCC3CCCO3)c(=O)[nH]c2=O)c(C)c1 (stereo unspecified) | -2% | 10% | 6%
50 | O=C1NC(=O)C(CCc2ccncc2)(Cc2ccc([N+](=O)[O-])cc2)C(=O)N1 | 10% | -3% | 4%
51 | COC(=O)C1=C(c2ccc(C(C)=O)cc2)C[C@@H]2CC[C@H]1N2C(=O)NCc1ccco1 | -11% | nt | 0%
52 | O=C1C2CCCN2C(c2ccccc2)N1c1ccccn1 (stereo unspecified) | -4% | -11% | 7%
53 | COc1ccc(CCN)cc1O | -3% | 2%&2% | 3%&6%
54 | CCN1CCN(Cc2cc(Br)cc(OC)c2O)CC1 | 0% | 8% | 6%
55 | COc1ccc(-n2c(SCCN(C)C)nc3ccccc3c2=O)cc1 | 0% | -19% | nt
56 | CC1CCCCC1NC(=O)CNC(=S)N1CC2CC(C1)c1cccc(=O)n1C2 (stereo unspecified) | -9% | -6% | -1%

Reprinted at random: four entries already listed.
# | Compound | FEN1 inh | N370S GC mod | TDP1 block
52 | O=C1C2CCCN2C(c2ccccc2)N1c1ccccn1 (stereo unspecified) | -4% | -11% | 7%
56 | CC1CCCCC1NC(=O)CNC(=S)N1CC2CC(C1)c1cccc(=O)n1C2 (stereo unspecified) | -9% | -6% | -1%
53 | COc1ccc(CCN)cc1O | -3% | 2%&2% | 3%&6%
49 | Cc1ccc(-n2c(O)c(C=NCC3CCCO3)c(=O)[nH]c2=O)c(C)c1 (stereo unspecified) | -2% | 10% | 6%

Additional structures.
# | Compound | FEN1 inh | N370S GC mod | TDP1 block
57 | CCN(CC)CCO[C@H]1CC[C@@]2(C)C(=CC[C@@H]3[C@H]2CC[C@]2(C)C(=O)CC[C@H]32)C1 | nt | -9% | 9%[56.1 µM]
58 | CCN(CC(=O)Nc1ccc(NC(C)=O)cc1)C(=O)CSC(c1ccccc1)c1ccccc1 | -7% | nt | 2%
59 | COc1ccc(C(=O)OC2CC[C@@]3(C)C4CCC5[C@]6(O)CC(O)[C@@]7(O)C(CN8CC(C)CCC8[C@@]7(C)O)[C@]6(O)C[C@@]53O[C@]24O)cc1OC (stereo partly specified) | -17% | 15% | 0%
60 | CCOC(=O)C1SC2(C(F)F)CC1(O)c1c(c(OC)c3occc3c1OC)O2 (stereo unspecified) | -8% | -19% | 1%
61 | O=C(OCCN1CCOCC1)C1(c2ccccc2)CCCC1 | 1% | 5% | 5%
62 | CC(=O)OC1CC[C@@]2(C)C(=CC[C@H]3[C@@H]4CC[C@H](C(C)=O)[C@@]4(C)CC[C@@H]32)C1 (stereo partly specified) | nt | 0% | 26%
63 | Cn1cccc1/C=C1\C(=O)NC(=O)N(Cc2ccccc2Cl)C1=O | ? | -7% | 2%
64 | COc1ccccc1C(=O)C1CCCN(Cc2cnc(C)s2)C1 (stereo unspecified) | 0% | -1% | 1%
65 | Cc1cccc(N=Cc2c(O)n(-c3ccccc3C)c(=O)[nH]c2=O)c1 | -18% | -4% | 4%
66 | CCCCCCOC(=O)c1ccccc1N | 7% | 2% | 0%
67 | COc1ccc(C2SCC(=O)Nc3c2c(C)nn3C2CCOC(C)(C)C2)cc1OC (stereo unspecified) | -10% | 2% | 2%
68 | NC(=O)c1ccsc1NC(=O)COC(=O)Cc1ccccc1 | 3% | nt | 3%
69 | CC(=O)Nc1cc(C(=O)N2CCC3(CC2)OCCO3)ccc1S(=O)(=O)c1ccc(C)cc1 | -2% | ? | 0%
70 | CCOC(=O)c1c(C)n(Cc2ccccc2)c2ccc(O)cc12 | ? | 16% | 5%
71 | Cc1cccc(C(=O)Nc2ccc(Cl)cc2C(=O)c2ccccc2)c1 | -8% | 8% | 6%
72 | CCOC(=O)C(=CNc1ccc(C(O)(C(=O)OCC)C(F)(F)F)cc1C)C(=O)OCC (stereo unspecified) | -21% | 4% | -1%
73 | c1ccc(C[C@@H](c2ccccc2)N2CCCCC2)cc1 | nt | -11% | 14%[56.1 µM]
74 | CNC(CC(C)C)C(=O)NC1C(=O)NC(CC(N)=O)C(=O)NC2C(=O)NC3C(=O)NC(C(=O)NC(C(=O)O)c4cc(O)cc(O)c4-c4cc3ccc4O)C(O)c3ccc(c(Cl)c3)Oc3cc2cc(c3OC2OC(CO)C(O)C(O)C2OC2C[C@](C)(N)C(O)C(C)O2)Oc2ccc(cc2Cl)C1O (stereo partly specified) | -2% | -1% | nt
75 | Cc1cccc(-n2c(=S)[nH]c3ccccc3c2=O)n1 | 2% | -10% | 3%
76 | COc1ccc(CCNC2CCCCC2)cc1 | -6% | -2% | -4%
77 | COC(=O)C1=C(c2ccc(Cl)c(C(F)(F)F)c2)C[C@@H]2CC[C@H]1N2C(=O)NCCCOC(C)C | -19% | nt | 0%
78 | O=c1cccc2n1C[C@H]1C[C@@H]2CN2CCCC[C@@H]12 | -4% | 3% | 1%
79 | c1ccc(OCC2CO2)cc1 (stereo unspecified) | -10% | -5% | 1%&17%
80 | COP(=O)(OC)C(O)C(Cl)(Cl)Cl (stereo unspecified) | nt | -15% | -8%&-2%
81 | CCCN(CCC)C1CCc2cccc(O)c2C1 (stereo unspecified) | 1% | 4%&-5% | 4%[56.1 µM]
82 | CCN(CC)c1ncnc2c1ncn2[C@@H]1O[C@@H](COP(=O)(O)OP(=O)(O)C(Br)(Br)P(=O)(O)O)[C@H](O)[C@H]1O | nt | 17% | -5%
83 | CC1CCC(C(C)C)C(OC(=O)Cn2c(COc3ccccc3)[n+](C)c3ccccc32)C1 (stereo unspecified) | -3% | ? | nt
84 | COc1ccc(-c2cc(C(=O)N3CCC4(CC3)OCCO4)c3ccccc3n2)cc1 | -20% | ? | 0%
85 | Cc1[nH]c(=O)n(C(C)(C)C)c(=O)c1Cl | nt | -1% | 8%
86 | Cc1nc(-c2ccc(-c3ccc(C(=O)N4CCc5cc6c(cc54)C4(CCN(C)CC4)CO6)cc3)c(C)c2)no1 | nt | -12%&-7% | 21%&25%[56.1 µM]
87 | c1nc[nH]n1 | nt | 10% | 5%
88 | O=[N+]([O-])c1cc(F)c(N2CCCCC2)cc1Br | -19% | ? | -1%
89 | COC(=O)c1ccccc1NC(=O)c1cccn(Cc2cccc(Cl)c2)c1=O | -20% | nt | 0%
90 | Cc1nc2ccccc2c(=O)n1-c1ccncc1 | -1% | 9% | 8%
91 | CP(=O)(Nc1ccc(Cl)cc1)c1nc2c(s1)CCCC2 (stereo unspecified) | -10% | 0% | -6%
92 | CCN1C[C@@]2(COC)C3[C@@H](OC)[C@H]4C1[C@@]3(C1C[C@]3(O)C(OC)[C@H](O)[C@@]4(OC(C)=O)C1[C@H]3OC(=O)c1ccccc1)[C@H](OC)C[C@H]2O (stereo partly specified) | nt | 5% | 3%
93 | O=c1c2ccccc2nc(SCC2CCCCO2)n1-c1ccccc1 (stereo unspecified) | -3% | ? | 1%
94 | CCOP(=O)(C#CC(C)(C)C)C(C)(O)c1ccccc1 (stereo unspecified) | -5% | 14% | 1%
95 | Cc1cccc(-n2c(/C=C/c3cn(C)c4ccccc34)nc3ccccc3c2=O)c1 | -2% | nt | 2%[12.3 µM]
